EP2 mod: EP2 receptor modulators, cAMP readout, primary screen, cell-based, HTRF cAMP, PGE2 stimulation; Prostaglandin E2 receptor EP2 subtype (Homo sapiens), P43116; EP2-expressing cells, cAMP HTRF FRET, PGE2 co-stimulation; induction, % at 25 µM; actives 0.83% (n = 260,000); AID 940, 2007;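 active means compounds whose cAMP rise, as percent of the full-agonist control response, exceeds 60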;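 further: rat C6 glioma line stably carrying human EP2 under a CMV promoter; the protocol text gives 20 µM as final concentration; 100% = response of wells given 1 µM PGE2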
Target sequence (P43116 whole entry, looked up): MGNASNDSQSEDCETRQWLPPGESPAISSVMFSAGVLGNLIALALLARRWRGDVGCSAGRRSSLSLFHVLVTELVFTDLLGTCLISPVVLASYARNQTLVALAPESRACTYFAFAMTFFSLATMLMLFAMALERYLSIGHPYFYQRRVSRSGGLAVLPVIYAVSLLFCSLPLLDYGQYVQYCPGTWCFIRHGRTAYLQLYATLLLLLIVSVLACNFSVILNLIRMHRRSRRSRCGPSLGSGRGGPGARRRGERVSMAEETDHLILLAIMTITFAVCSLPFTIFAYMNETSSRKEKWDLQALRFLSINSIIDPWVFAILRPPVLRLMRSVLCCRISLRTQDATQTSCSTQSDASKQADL
BaF3 parental: parental Ba/F3 cell viability inhibition, counter-screen for JAK2V617F inhibitor project, murine pro-B, CellTiter-Glo luminescence. actives 1.1% (n = 220,000). CellTiter-Glo ATP luminescence. inhibition, % at 5.6 µM;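 active means inhibition above a per-campaign cutoff, the mean inhibition of all tested compounds plus 3 SD, cut at about 27% in these data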;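 further: 0% = DMSO wells and 100% = JAK Inhibitor I control wells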
PERK inh: block of dimerizer-induced PERK translation repression, primary screen, PERK inhibitor project, CHO PERK-DD cells, SEAP luminescence, HTS | Eukaryotic translation initiation factor 2-alpha kinase 3 (Homo sapiens), Q9NZJ5 | CHO PERK-DD fusion, SEAP luminescence translation reporter | inhibition, % at 5.6 µM | actives 0.17% (n = 220,000) | AID 1416, 2008;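 active means inhibition above the mean inhibition of all tested compounds plus 3 SD, set separately per screening campaign, cut at about 2.9% in these data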;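 further: PERK kinase domain activated by AP20187 dimerizer at 100 nM; 0% = DMSO with dimerizer and 100% = rapamycin at 8.4 µM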
TRPML3 agonist: human TRPML3 channel agonists, primary screen, cell-based, HEK293 TRPML3-YFP, Fluo-8 calcium fluorescence, 3 µM. Mucolipin-3 (Homo sapiens), Q8TDD5. 100% = the carbachol control signal. activation, % at 3 µM. actives 0.29% (n = 220,000). AID 1448, 2008;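 active means activation above its plate's cutoff, the mean activation of the plate's test wells plus 3 SD, cut at about 12% in these data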;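 further: 0% = DMSO only wells and 100% = carbachol wells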
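Material: HEK293 cells stably carrying human TRPML3-YFP; compound dosing: single dose, 3 µM final nominal compound, 0.3% DMSO final; incubation: 1-h 37 °C dye load, 5-s basal, 120-s post-compound reads; technique: Fluo-8 intracellular calcium fluorescence, excitation 470-495 nm, emission 515-575 nm; read-out basis: percent activation from peak-to-basal fluorescence ratio, scaled between DMSO and carbachol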
zfTRPN1 agonist: zebrafish TRPN1 channel agonists, primary screen, cell-based, HEK293, calcium fluorescence | activation, % at 3 µM | actives 0.18% (n = 220,000) | transient receptor potential cation channel N1 (TRPN1/NompC), Danio rerio | HEK293 zebrafish TRPN1-YFP, Fluo-8 calcium fluorescence; 100% = response to 87 µM carbachol;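 active means activation above its plate's cutoff, the mean activation of test wells on that plate plus 3 SD, cut at about 19% in these data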;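 further: 0% = DMSO alone and 100% = 87 µM carbachol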
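Material – zebrafish TRPN1-YFP in HEK293 cells · Doses – 3 µM single point · Schedule – dye 1 h 37 °C plus 30 min RT · Signal – Fluo-8 calcium fluorescence, excitation 470-495 nm, emission 515-575 nm · Read-out – % activation versus carbachol response · Control set – carbachol high, DMSO low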
Ba/F3 V617F tox: reduced viability of JAK2V617F-dependent Ba/F3 cells, primary screen, JAK2V617F inhibitor project, cell-based, Ba/F3 EpoR-JAK2V617F, luminescence; actives 1.1% (n = 220,000); inhibition, % at 5.6 µM; ATP luminescence;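 active means inhibition above the campaign mean plus 3 SD over all tested compounds, cut at about 24% in these data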;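 further: cytokine-independent growth of Ba/F3 cells driven by EpoR plus mutant JAK2; 0% = DMSO-treated cells and 100% = JAK inhibitor I control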
Calpain2 inh: inhibitors of pig calpain II, primary screen, biochemical, fluorogenic peptide substrate, 1536-well. purified calpain II, 30 min. actives 0.37% (n = 220,000). AID 1236, 2008. inhibition, % at 16 µM;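 active means inhibition above about 50%, limit read from the data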
S1P4 antag: S1P4 receptor antagonists, primary screen, cell-based; Sphingosine 1-phosphate receptor 4 (Homo sapiens), O95977; S1P4-expressing cells, antagonist mode, reporter read-out; inhibition, % at 4.98 µM; actives 0.26% (n = 220,000); AID 1510, 2009; in the data active means inhibition above about 29%;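 further: 0% = wells stimulated with agonist and 100% = vehicle wells without agonist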
Target sequence (O95977 whole entry, looked up): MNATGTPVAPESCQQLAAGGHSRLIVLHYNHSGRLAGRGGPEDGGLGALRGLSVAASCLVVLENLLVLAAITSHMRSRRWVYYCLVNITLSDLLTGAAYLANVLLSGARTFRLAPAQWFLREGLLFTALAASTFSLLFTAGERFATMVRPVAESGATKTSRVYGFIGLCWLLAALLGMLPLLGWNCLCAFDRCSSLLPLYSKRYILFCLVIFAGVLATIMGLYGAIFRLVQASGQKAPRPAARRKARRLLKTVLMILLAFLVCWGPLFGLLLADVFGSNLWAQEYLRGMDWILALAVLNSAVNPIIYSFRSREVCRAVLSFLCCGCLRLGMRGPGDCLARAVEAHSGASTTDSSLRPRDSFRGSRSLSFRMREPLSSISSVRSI
S1P4 ag: S1P4 receptor agonists, primary screen, cell-based; actives 0.35% (n = 220,000); Sphingosine 1-phosphate receptor 4 (Homo sapiens), O95977; activation, % at 4.98 µM; S1P4-expressing cell line, agonist reporter assay; in the data active means activation above about 11%;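 further: 0% = DMSO vehicle and 100% = reference agonist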
An asterisk follows results filed as active; / = no result given; & = joins results of further samples.

Compound,PERK inh,Calpain2 inh,S1P4 antag,BaF3 parental,TRPML3 agonist,zfTRPN1 agonist,Ba/F3 V617F tox,EP2 mod,S1P4 ag
COc1ccc(NC(=O)CN2CCN(S(=O)(=O)c3ccc(F)cc3)CC2)cc1Cl,-1.4,-12,-5,1,1.4,0.2,-3,8,1.5
COc1ccccc1/C=C/C=N/NC(=O)c1cnccn1,0.3,33,12,2,0.9,2.4,3,-50,1.8
NS(=O)(=O)c1ccc(CCNC(=O)c2cc(-c3cccs3)nc3ccccc23)cc1,0.1,-490,0,1,0.6,3.3,-2,-25,0.0
CCOC(=O)Nc1oc2ccccc2c(=O)c1CN1CCOCC1,-1.1,-153,-4,3,-0.1,-0.6,-1,11,-1.2
O=C(NCCN1CCOCC1)c1ccc(=O)n(Cc2ccc(Cl)cc2)c1,-0.7,-24,-13,3,0.0,0.3,-1,14,0.3
Cc1cccc(N2CCN(C(=O)C34CC5CC(CC(C5)C3)C4)CC2)c1C,1.2,43,-11,11,0.6,0.2,6,6,0.3
CC(C)CCSc1nc2[nH]ncc2c(=O)[nH]1,-0.2,-23,-10,3,0.0,0.5,1,-2,1.5
CCOc1ccccc1NC(=O)C1CC(=O)n2ncnc2N1 (configuration not stated),1.5,-11,-22,3,0.9,0.6,1,-2,2.2
CCOc1ccc(S(=O)(=O)N2CCN(C(=S)NC3CC3)CC2)cc1,-0.1,-17,-4,7,1.9,1.5,0,-50,-0.4
CCOC(=O)c1c(C)oc2c(CN3CCN(C)CC3)c(Br)c(OC)c(O)c12,-2.0,-16,-11,2,0.2,0.6,-1,9,-0.3
O=C(O)CNS(=O)(=O)c1c(Cl)cccc1Cl,1.3,0,-2,0,0.8,1.4,-2,3,0.6
COC(=O)CN(c1ccccn1)S(=O)(=O)c1ccccc1,-0.1,-107,-5,2,1.2,0.8,1,19&13,-0.3
CC(C)C(=O)Nc1ncc(Cc2ccc(Cl)cc2)s1,-0.8,47,-7,1,0.6,-0.2,1,-30,1.7
Cc1cc(C(F)F)n2ncc(C(=O)NC3CCCCCC3)c2n1,-1.4,5,-21,0,0.2,-1.6,-2,17,-0.6
O=C(O)c1cccc(-n2cccc2/C=C/[N+](=O)[O-])c1,3.2*,-10,-3,-9,1.4,0.8,0,0,1.0
CCOC(=O)C1=C(C)NC2=C(C(=O)CC(c3cccs3)C2)C1c1cccs1 (configuration not stated),-1.6,-160,-16,11,0.0,-1.8,9,8,0.4
COc1ccc(NC(=O)CCSc2ccc3ccccc3n2)cc1,0.9,4,-22,4,-0.1,-2.8,-3,-30,0.6
CCCCC1(CC)C(=O)NC(=O)NC1=Nc1ccc(OC)cc1 (configuration not stated),0.0,3,-14,0,-0.7,1.3,-1,3,2.4
Clc1ccc(C2=NN(c3ccccc3)C(c3ccco3)C2)cc1 (configuration not stated),0.5,-14,-20,-7,0.7,0.2,-2,25,20*
Nc1nonc1C(=O)NCCN=Cc1cc(Cc2ccccc2)cc(Br)c1O,-0.2,24,-7,2,0.3,-1.4,1,61*,0.1

(continued)
Compound,PERK inh,Calpain2 inh,S1P4 antag,BaF3 parental,TRPML3 agonist,zfTRPN1 agonist,Ba/F3 V617F tox,EP2 mod,S1P4 ag
Cc1ccc(NC(=O)C(NC2CCCC2)c2ccccc2)cc1Cl (configuration not stated),1.3,24,-10,5,3.8,-0.2,2,-11,3.2
C[C@H](NC(=O)Nc1cccc(C(F)(F)F)c1)C(=O)O,1.0,-8,7,2,0.1,1.4,-3,1,0.9
COC(=O)C(C)N=Cc1ccccc1 (configuration not stated),0.1,23,-13,5,1.1,-0.3,-1,23,0.5
CCO/C=C1/C(=O)N(c2ccc(OC)cc2)C(=O)c2ccccc21,0.9,-354,-12,9,0.3,-1.8,3,26,1.4
Cc1nc(NCCc2ccccc2)c2oc3ccccc3c2n1,-0.3,-20,-6,3,-0.2,0.0,-2,-52,2.5
O=C(Nc1nnc(Cc2ccc(Cl)cc2)s1)c1cccs1,0.5,-1,-30,2,0.5,-0.6,5,24,-2.4
CNC(=O)c1cc2cc(Cl)cc(OC)c2oc1=O,1.0,/,-11,10,0.9,-1.4,3,/,-2.7
O=C(O)c1ccc(N2CC3CC(C2)c2cccc(=O)n2C3)c(NC(=S)Nc2ccc(Br)cc2)c1 (configuration not stated),0.4,-40,-4,7,1.1,0.7,1,-60,0.4
O=C(NCc1cccnc1)c1ccc(Cl)c(S(=O)(=O)N2CCCCCC2)c1,0.8,36,4,6,3.5,9.2,-2,-23,0.1
O=C(CCc1c[nH]c2ccccc12)NCC1CCCO1 (configuration not stated),1.4,-18,-4,4,0.7,0.1,0,-1,3.5
CCOC(=O)c1c(C)c(C(=O)NCc2ccccc2OC)c(C)n1C,-0.2,9,-12,1,-0.4,-0.5,-1,-5,-2.6
COc1ccc(-n2cc(CNC3CCOCC3)c(-c3cccc(F)c3)n2)cc1,0.1,-25,-9,6,0.8,0.1,1,-12,0.3
O=C(Cn1cnc2c(nnn2Cc2ccc(Cl)cc2)c1=O)NC1CCCC1,-0.2,-15,-10,0,0.0,0.7,-5,6,0.0
Cn1nc([N+](=O)[O-])nc1Sc1ccc(C(C)(C)C)cc1,0.9,-15,4,10,-0.7,-1.5,3,15,1.5
COc1ccc(NC(=O)Nc2nnc(C(C)C)s2)cc1,0.4,5,-5,1,-0.6,0.1,-3,-12,-1.9
CCOC(=O)c1ccc(S(=O)(=O)N2CCN(S(=O)(=O)CC)CC2)cc1,0.4,-8,-11,2,0.5,-0.6,-4,-11&-29,-2.2
COc1ccc2[nH]c3c(=O)n4c(nc3c2c1)SCCC4,1.3,-161,4,5,0.2,-2.3,9,-12,36*
O=C(Cn1c(=O)c(=O)n(Cc2ccccc2)c2ccc(Cl)cc21)Nc1cc(F)ccc1F,0.3,-128,-14,3,0.2,0.1,2,4,1.7
CCOC(=O)c1c(N)sc2c1CCC(C)C2 (configuration not stated),0.4,30,1,12,-0.1,-0.7,5,46,-0.2
CCn1c(=O)c([N+](=O)[O-])c(NCC2CCCO2)c2ccccc21 (configuration not stated),-0.8,-14,5,0,0.7,1.9,0,-4,1.4

(further entries)
Compound,PERK inh,Calpain2 inh,S1P4 antag,BaF3 parental,TRPML3 agonist,zfTRPN1 agonist,Ba/F3 V617F tox,EP2 mod,S1P4 ag
Cc1ccc(-c2oc3ncnc(N)c3c2-c2ccc(C)cc2)cc1,-0.6,-162,-2,3,0.4,0.4,4,61*,0.1
Cc1cc(C(=S)N2CCOCC2)c(C)n1-c1ccc(Cl)cc1,-0.7,13,4,2,0.0,-1.7,-4,2,1.0
O=C(Nc1c(C(=O)c2ccccc2)oc2ccccc12)c1cc(-c2ccccc2O)n[nH]1,1.4,-67,-13,8,0.9,0.3,-1,8,1.7
COc1ccc(CCNC(=O)CN2CCOc3ccccc32)cc1OC,0.1,-21,-11,0,0.5,-0.1,-3,-2,0.9
CCn1c(COc2ccc(=O)n(-c3ccccc3)n2)n[nH]c1=S,1.7,-19,-29,2,0.1,0.8,3,33,2.5
CN(C(=O)c1ccccc1NC(=O)C(F)(F)F)c1ccccc1,0.4,-31,6,7,0.2,0.5,0,16,-0.1
O=C(COc1c(F)c(F)c(C(F)(F)F)c(F)c1F)Nc1ccc(N2CCOCC2)c(Cl)c1,-1.4,34,-11,5,1.1,3.2,4,-13,-0.5
CCC(C)(C)C1CCC2(CC1)NC(=O)N(CC(=O)Nc1nc(-c3ccc(C)cc3)cs1)C2=O (configuration not stated),-0.6,-19,11,2,1.0,2.8,2,-12,-0.7
CCOC(=O)CN1C(=O)NC2NC(=O)NC21 (configuration not stated),2.4,11,-6,8,0.9,0.7,3,10,0.4
COCCNCCOCCOc1cccc(OC)c1,1.0,16,-2,6,-0.4,0.2,2,9,-1.7
NS(=O)(=O)c1ccc(CNC(=O)c2cc(-c3ccccn3)nc3ccc(Cl)cc23)cc1,0.6,-45,-3,9,0.5,1.9,0,-12,0.7
Cc1cc2cc(CN(Cc3ccco3)C(=O)C3CCCCC3)c(=O)[nH]c2cc1C,0.2,-19,-5,0,0.5,-0.3,-2,-2,0.2
CC(=O)Cc1nnn(-c2cc(C)on2)n1,0.3,14,-9,3,0.4,1.7,2,16,0.0
O=C(Nc1ccccc1F)c1ccncc1,0.1,-1,-17,0,0.7,-0.8,-4,5,-0.7
Cc1cc(C(=O)Nc2nccs2)c2cc(F)ccc2n1,0.0,-1,10,5,0.4,0.8,0,-14,1.1
COc1ccc(NC(=O)COC(=O)CC2CC3CCC2C3)c([N+](=O)[O-])c1 (configuration not stated),-0.3,39,-4,11,0.3,-0.7,5,13,1.1
COC(=O)N1CCN(c2ccc(C)cc2)C(C)C1 (configuration not stated),0.8,5,-6,-4,0.7,0.2,1,28,0.6
Cc1ccc(S(=O)(=O)CCC#N)cc1,0.6,10,6,0,0.2,-1.5,-3,7,-0.2
COc1ccc(-c2cc3nc4ccccc4n3c(N)c2C#N)cc1,-0.9,-135,8,-3,-0.5,-0.1,0,-26,-0.2
CC(=O)c1cc(C)ccc1OC(=O)c1cccnc1,0.7,25,4,7,-1.0,0.4,1,0,3.9

Further structures follow.
Compound,PERK inh,Calpain2 inh,S1P4 antag,BaF3 parental,TRPML3 agonist,zfTRPN1 agonist,Ba/F3 V617F tox,EP2 mod,S1P4 ag
Cc1ccc(N2C(=O)Nc3ccc(Br)cc3C2(O)C(=O)NCCCN(C)C)cc1C (configuration not stated),1.4,-9,-8,0,1.2,-0.4,-3,33,-1.6
CCCCCC(=O)N/N=C/c1ccccc1[N+](=O)[O-],1.0,1,-5,6,0.3,-1.3,1,-3,0.4
CC(C)CNS(=O)(=O)c1ccc2c(c1)OCCO2,0.9,-1,7,7,0.5,-0.4,-1,-2,-0.2
O=C(CSc1nc2ccccc2s1)Nc1ccc(C(=O)O)cc1,1.5,-8,9,-7,0.6,-0.2,-2,-22,-0.8
CCn1c(=O)c(=O)[nH]c2cc(C(=O)N3CCN(Cc4ccc5c(c4)OCO5)CC3)ccc21,0.8,-18,0,8,-0.3,-1.7,4,19,-1.0
Cc1ccccc1-c1noc(-c2ccccc2C(=O)N2CCCC2)n1,-0.6,-6,-11,2,-0.7,0.8,3,7,0.1
COc1cc(OC)cc(C(=O)Nc2ccc(NC(=O)c3ccco3)c(Cl)c2)c1,0.5,-19,-14,9,-1.2,-2.1,5,3&-28,0.9
COc1ccc(NC(=O)COc2ccc3oc(=O)cc(C)c3c2)cc1,0.6,-7,8,-1,0.8,0.5,-2,-28,-1.6
